# Screening data from PubChem.
# mIAP inh = blocks mouse intestinal alkaline phosphatase; purified mouse IAP, CDP-Star luminescence, 30 min; inhibition, % at 10 µM; 330,000 compounds, 0.2% hits; AID 2806;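 active = inhibition of at least 40% at 10 µM in the primary screen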;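 note: plate controls were DMSO with enzyme for no effect and no enzyme wells for full effect; values of inactives mirror those of a sister screen read the other way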
# hIAP activ = human IAP activation; purified human IAP, CDP-Star luminescence, 30 min; stronger effect = higher value; 1 = vehicle-only enzyme, 0 = enzyme-free background; activation factor at 10 µM; 330,000 compounds, 0.16% hits;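 active = activation factor of the enzyme at least 2-fold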; note: the source names both 10 and 20 µM as test concentration; values of inactives mirror those of a sister screen read the other way
# mIAP activ = mouse IAP activation; muIAP, CDP-Star luminescence, 30 min; stronger effect = higher value; 1 = vehicle-only enzyme signal, 0 = enzyme-free wells; activation factor at 10 µM; 330,000 compounds, 0.24% hits;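 active = activation factor of at least 2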; note: the source names both 10 and 20 µM as test concentration; values of inactives mirror those of a sister screen read the other way
#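 Assay system: mouse IAP enzyme; Reagent: CDP-Star chemiluminescent phosphatase substrate; Compound: DMSO-dissolved test compounds; Incubation: 30 min, room temperature; Technique: luminescence from enzymatic CDP-Star hydrolysis; Controls: DMSO-only wells and no-enzyme negative control.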
# APOBEC3A inh = inhibitors of human APOBEC3A DNA deaminase. 330,000 compounds, 0.41% hits. inhibition, % at 20 µM. AID 493011. P31941. recombinant A3A, FAM/TAMRA ssDNA deamination fluorescence;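 active = at least 40% inhibition at 20 µM here, with at most 30% in a related deaminase screen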;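 note: plate controls were A3A with DMSO for no effect and wells lacking A3A enzyme for full effect; some results filed as inactive read as strong as hits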
# Target sequence (P31941 whole entry, looked up): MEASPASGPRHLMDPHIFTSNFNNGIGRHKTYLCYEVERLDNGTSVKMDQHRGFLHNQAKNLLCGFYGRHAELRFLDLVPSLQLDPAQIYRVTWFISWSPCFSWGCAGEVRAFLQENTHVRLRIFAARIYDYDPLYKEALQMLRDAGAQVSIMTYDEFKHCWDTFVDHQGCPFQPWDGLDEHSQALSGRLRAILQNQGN
# ATG4B inhibitor = ATG4B (human) cysteine protease inhibition; ATG4B cleavage of LC3-PLA2, NBD-HPC fluorescence, 1 h; inhibition, % at 8.33 µM; 340,000 compounds, 0.51% hits; in the data active = inhibition above about 40%
# Target sequence (Q9Y4P1 whole entry, looked up): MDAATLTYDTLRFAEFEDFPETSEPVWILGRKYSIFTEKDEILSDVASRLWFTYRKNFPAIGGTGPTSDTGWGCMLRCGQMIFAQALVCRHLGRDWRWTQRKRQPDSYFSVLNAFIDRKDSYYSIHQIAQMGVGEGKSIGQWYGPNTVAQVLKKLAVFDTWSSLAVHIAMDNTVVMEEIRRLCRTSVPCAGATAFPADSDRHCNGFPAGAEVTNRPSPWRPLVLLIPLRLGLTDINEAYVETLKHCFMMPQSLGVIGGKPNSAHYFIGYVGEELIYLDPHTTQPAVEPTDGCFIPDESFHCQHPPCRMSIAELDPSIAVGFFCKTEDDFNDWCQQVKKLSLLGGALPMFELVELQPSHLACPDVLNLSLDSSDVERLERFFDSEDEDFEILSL
# hIAP inh = blocks human intestinal alkaline phosphatase. P09923. purified IAP, CDP-Star luminescence, 30 min. inhibition, % at 10 µM. 330,000 compounds, 0.12% hits;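 active = inhibition reaching a set limit with compound at 10 µM in the primary screen, cut at about 35% in these data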;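 note: plate controls were DMSO wells with enzyme for no effect and no-enzyme buffer wells for full effect; values of inactives mirror those of a sister screen read the other way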
# HKDC1 inh = HKDC1 (human) hexokinase inhibition. AID 493160. inhibition, % at 20 µM. 340,000 compounds, 0.16% hits. recombinant HKDC1, G6PDH/diaphorase resazurin coupled fluorescence;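 active = inhibition above about 35% when tested at 20 µM, limit read from the data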;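 note: plate controls were DMSO wells with enzyme for no effect and DMSO wells lacking enzyme for full effect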
#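 Assay system: in-house recombinant HK5 (HKDC1) enzyme. Input: HKDC1 at 5 µg/mL. Medium: Tris pH 8.0 buffer with MgCl2, Tween-20, BSA, BME. Dosing: single 20 µM dose. Schedule: 90 min reaction incubation at room temperature, dark. Signal: resazurin-to-resorufin fluorescence via G6PDH and diaphorase coupling, 525/613 nm. Controls: DMSO-enzyme wells negative, buffer-substituted wells positive.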
# PfG6PD inh = PfG6PD (Plasmodium falciparum) enzyme inhibition. PfGluPho enzyme, NADPH resazurin-diaphorase fluorescence. inhibition, % at 20 µM. 350,000 compounds, 0.78% hits. AID 504690;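 active = inhibition reaching at least a set limit at 20 µM in the primary screen, cut at about 59% in these data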;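 note: 0% = DMSO wells with substrate and 100% = DMSO wells lacking glucose-6-phosphate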
# * marks the source's active call; other numbers are inactive results; x = no result given; & = joins results of further samples.
SMILES,mIAP inh,hIAP activ,mIAP activ,APOBEC3A inh,ATG4B inhibitor,hIAP inh,HKDC1 inh,PfG6PD inh
COc1ccc(CCNC(=O)C2CCN(S(C)(=O)=O)CC2)cc1,1,1,0.99,-4,-3,-3,6,7
Cn1cc(S(=O)(=O)N2CCC3(CC2)OCCO3)c(=O)n(C)c1=O,12,0.97,0.89,-3,-7,3,-4,-1
CCCN(CCC)C(=O)CC(c1ccccc1)C1CCOC(C)(C)C1 (configuration not stated),-4,1.1,1,-4,-6,-10,4,-12
CSc1nc2ccsc2c(=O)n1-c1ccccn1,5,0.92,0.95,24,-5,8,3,2
CN1C(=O)c2cccc3c(Br)ccc(c23)C1=O,7,1.3,0.93,3,-1,-31,0,-28
COc1ccc(/C=N/Nc2nc(-c3cccc(S(=O)(=O)N4CCCC4)c3)cs2)cc1OC,15,0.93,0.85,-3,-8,7,-10,8
CCO[C@H]1OC(C(=O)NCc2nc3ccccc3[nH]2)=C[C@@H](c2csc3ccccc23)[C@@H]1CCCO,-16,0.96,1.2,-4,-10,4,-2,9
CC1(c2nnc(-c3ccncc3)o2)CC(c2c(Cl)cccc2Cl)=NO1 (configuration not stated),3,0.97,0.97,-4,0,3,-3,-7
O=S(=O)(/C=C/c1ccccc1)N1CCN(c2cccc(Cl)c2)CC1,11,0.91,0.89,1,-4,9,-8,-12
O=C(C[n+]1cc(-c2ccccc2)n2c1CCC2)N1c2ccccc2Sc2ccccc21,5,1.1,0.95,-1,2,-15,-15,23
O=C(Cn1cnc2ccccc2c1=O)NNC(=O)c1ccccc1F,-4,1.2,1,-1,-4,-24,1,9
COc1ccc(CC(=O)N2CCN(c3ccccc3OC)CC2)cc1OC,6,0.93,0.94,-2,-2,7,-4,-7
CCOc1cccc(CN2CCCC(C(=O)Nc3ccc(-c4ccn[nH]4)cc3)C2)c1O (configuration not stated),3,1.3,0.97,-7,-13,-28,2,17
CS(=O)(=O)Cc1cccc(C(=O)NC2CCSc3ccccc32)c1 (configuration not stated),-13,0.96,1.1,3,2,4,3,2
CCOc1ccc(C(C(=O)NC(C)(C)C)N(CCOC)C(=O)CCC(=O)Nc2ccccn2)cc1 (configuration not stated),8,0.82,0.92,3,-5,18,-1,10
CC(NC(=O)c1ccccc1NC(=O)CN1CCN(c2ccccc2O)CC1)c1ccccc1 (configuration not stated),-7,0.9,1.1,1,-15,10,6,14
O=C1CCC2CCCCC2(O)O1 (configuration not stated),13,0.99,0.87,5,1,1,-1,-9
CC(=O)NCCOC(=O)Nc1sc(=S)n(C)c1C,4,1.1,0.96,-3,-8,-9,-2,-11
CC1(C)CC(=O)C(C=Nc2ccc3[nH]ncc3c2)=C(O)C1,2,1,0.98,-4,-6,-3,24,7
O=C(CCC(=O)NCCCc1ccccc1)NCCCc1ccccc1,7,1,0.93,-2,-6,-4,-6,15
Cc1cccc(C)c1N1CC(=O)N(c2c(C)cccc2C)CC1=O,-4,0.78,1,7,-8,22,3,1
CCc1cccc(OCCOC(=O)CNS(=O)(=O)c2ccc(NC(C)=O)cc2)c1,-10,1.2,1.1,37,1,-15,5,-10
Cc1ccc(C)c(S(=O)(=O)Nc2ccc3[nH]c(=O)[nH]c3c2)c1,8,0.95,0.92,5,0,5,1,17
CCOc1ccc(NC(=O)Cc2nnc(SCC(=O)N3CCOCC3)n2C)cc1,-1,1.2,1,-5,-4,-16,-7,-24
Cc1[nH]c(=O)c(C#N)c(C)c1CSc1ncccn1,2,1,0.97,0,-3,-2,0,-3
COc1ccc(N2CCN(C(=O)c3oc4ccccc4c3NC(=O)Cc3cccc(OC)c3)CC2)cc1,1,1.1,0.99,1,-14,-12,-1,8
CC(=O)Nc1sc(N/N=C/c2ccccc2F)nc1-c1ccc(C)cc1,6,0.98,0.94,-2,-4,2,-2,13
CC(=O)Nc1nc(-c2ccc3c(c2)OCO3)cs1,3,0.86,0.97,5,1,14,2,0
COc1ccc(C)cc1NC(=O)CNC(c1ccccc1)c1ccccc1,-8,0.93,1.1,2,6,8,1,17
COC(=O)c1ccccc1N(C)C(=O)C12CCC(C)(C(=O)O1)C2(C)C (configuration not stated),-2,1.2,1,-1,-2,-16,-5,-25

# Retrieved by structure from above, 5 records:
SMILES,mIAP inh,hIAP activ,mIAP activ,APOBEC3A inh,ATG4B inhibitor,hIAP inh,HKDC1 inh,PfG6PD inh
COc1ccc(N2CCN(C(=O)c3oc4ccccc4c3NC(=O)Cc3cccc(OC)c3)CC2)cc1,1,1.1,0.99,1,-14,-12,-1,8
CCOc1ccc(NC(=O)Cc2nnc(SCC(=O)N3CCOCC3)n2C)cc1,-1,1.2,1,-5,-4,-16,-7,-24
Cc1ccc(C)c(S(=O)(=O)Nc2ccc3[nH]c(=O)[nH]c3c2)c1,8,0.95,0.92,5,0,5,1,17
CC(=O)Nc1sc(N/N=C/c2ccccc2F)nc1-c1ccc(C)cc1,6,0.98,0.94,-2,-4,2,-2,13
COC(=O)c1ccccc1N(C)C(=O)C12CCC(C)(C(=O)O1)C2(C)C (configuration not stated),-2,1.2,1,-1,-2,-16,-5,-25

# The list continues.
SMILES,mIAP inh,hIAP activ,mIAP activ,APOBEC3A inh,ATG4B inhibitor,hIAP inh,HKDC1 inh,PfG6PD inh
Cc1[nH][nH]c(=O)c1N=Nc1ccc(Cl)cc1,6,1.2,0.94,3,-11,-24,-13,11
O=C(Nc1nc(-c2cccs2)cs1)c1ccco1,17,1,0.83,3,2,-3,-4,-18
CCOc1ccc(CCNC(=O)c2cc(-c3ccccc3)c(N3CCOCC3)s2)cc1OCC,-116,2.5*,2.2*,-4,5,-152,2,1
CSCCNC(C)=O,-16,0.96,1.2,-7,x,4,x,x
Cc1nn(C(=O)c2ccoc2C)c(N)c1-c1ccccc1,6,0.93,0.94,-1,0,7,-3,16
COc1ccc(CCC(=O)NCC23CC4CC(CC(C4)C2)C3)cc1,4,1,0.96,-2,-1,-4,-2,2
COc1cc2c(cc1OC)CC(=O)N(C)CC2,-6,0.96,1.1,0,2,4,2,-16
CCOC(=O)Cn1c(=NC(=O)c2cccs2)sc2cc(C(=O)OC)ccc21,2,0.93,0.98,1,1,7,-4,4
CCN(CC)S(=O)(=O)c1cc(NS(=O)(=O)c2cccc(Cl)c2)ccc1C,2,0.98,0.98,0,2,2,-2,-30
CCCNC(=O)NS(=O)(=O)c1cnccc1Sc1ccc(Cl)cc1,-7,0.83,1.1,-2,-5,17,-6,-15
CCOC(=O)C1=C(C)NC(SCC(=O)OC)=C(C#N)C1c1ccc(C(=O)OC)cc1 (configuration not stated),3,0.86,0.97,-1,-1&-6,14,7&-5,15&-5
CCCn1nnc(NC(=O)c2cccc(OCC(C)C)c2)n1,9,1,0.91,1,-3,-4,0,-16
O=C(c1ccccc1)N1CCC(c2nc(-c3ccc(S(=O)(=O)N4CCOCC4)cc3)no2)CC1,2,0.94,0.98,4,-6,6,8,-16
CCCCN(CCCC)CCNC(=O)CNC(=O)c1cccs1,-5,1.1,1.1,-2,11,-6,-14,10
CCC(=O)Nc1ccc(N2CCOCC2)c(S(=O)(=O)Nc2ccc(OC)cc2)c1,5,0.97,0.95,3,-5,3,-5,3
COc1ccccc1NC(=O)NNC(=O)c1cc2ccccc2cc1O,11,2*,0.89,-4,-3,-101,-1,-31
COc1ccc(C(=O)Nc2nnc(Cc3cccs3)s2)cc1OC,11,1.1,0.89,-2,5,-7,-2,-26
N#CCC(=O)Nc1ccc(C(=O)OCC(=O)c2ccc3c(c2)OCO3)cc1,-1,1,1,-4,3,-2,-1,-6
COc1ccc(Nc2ccc(N3C(=O)CCCC3=O)cc2[N+](=O)[O-])cc1OC,-1,0.91,1,-2,7,9,1,14
CCOC(=O)N1CCN(C(=O)C(=O)Nc2ccc3nc4n(c(=O)c3c2)CCCCC4)CC1,-6,0.94,1.1,-6,-7,6,-1,-21
Cc1cccc(C)c1NC(=O)CN(C)c1ccc(C(F)(F)F)cn1,-1,0.89,1,-2,3,11,2,-13
Cc1cccc(CC(=O)N2CCC(n3nccc3NC(=O)C3CC3)CC2)c1,1,0.94,0.99,-1,2,6,-1,1
CC(C)(C)c1nnc(NC(=S)Nc2ccccc2)s1,17,1.1,0.83,3,6,-14,-7,8
CCC1SC2=NC(C)=C(C(=O)OC)C(c3ccc(C)cc3)N2C1=O (configuration not stated),3,0.92,0.97,-1,2,8,-5,-15
O=C(Nc1ccccc1)Nc1cccn(Cc2c(F)cccc2Cl)c1=O,-19,0.98,1.2,-1,10,2,17,4
Cc1nn(CC(=O)N2CCN(C(=O)c3ccco3)CC2)c(C)c1[N+](=O)[O-],-4,0.95,1,-6,-1,5,-1,-8
CCCCN(C(=O)c1ccc(N(C)S(=O)(=O)c2ccc(C)cc2)cc1)c1c(N)n(CCC)c(=O)[nH]c1=O,3,1.2,0.97,6,6,-21,2,-1
COc1ccc(CC(=O)NNc2ncnc3c2cnn3-c2ccc(C)cc2)cc1,-8,2,1.1,0,-8,-98,-5,11
CCN(CC)C(=S)SCc1csc(CC(=O)Nc2ccccc2C)n1,-2,1,1,-2,-9,-4,1,5
CC(C)(C)OC(=O)N[C@@H](/C=C/c1ccccc1)C(=O)OC(C)(C)C,-14,1.1,1.1,-4,16,-12,-1,10
COc1ccc(/C=N/Nc2nc(-c3ccc(C)cc3)c(NC(C)=O)s2)cc1,7,0.95,0.93,0,-4,5,8,17
N/C(=N\OC(=O)c1ccc([N+](=O)[O-])cc1)c1cccnc1,-4,0.98,1,7,29,2,-9,3
O=C(C[C@@H]1C/C=C\C[C@@H](NC(=O)OCC2c3ccccc3-c3ccccc32)C(=O)OC[C@@H](Cc2ccccc2)NC1=O)NCCO,-2,0.98,1,4,8,2,-11,3
O=C(NC1CCN(Cc2ccccc2)CC1)c1ccc(Cl)cc1Cl,-7,0.79,1.1,-6,-2,21,-8,-7
O=C(NCCc1cccc(F)c1)C1CCC(=O)N(C2CCCCCC2)C1 (configuration not stated),-5,0.97,1.1,3,14,3,0,15
CC1(C)N=c2ccc([N+](=O)[O-])c(N)c2=[N+]1[O-],9,0.99,0.91,2,8,1,7,10
Cc1cccc(C)c1NC(=O)C(C)N1CCCCC1 (configuration not stated),-5,0.78,1,-3,1,22,-6,30
CCCN1C(=O)/C(=N\OCC(=O)NC23CC4CC(CC(C4)C2)C3)c2ccccc21,11,0.97,0.89,-1,-6,3,-7,-6
Cc1ccc(CCN2CC(C(=O)NCc3ccc4c(c3)OCO4)CC2=O)cc1 (configuration not stated),2,0.97,0.98,3,-1,3,-5,-7
COc1ccc(NC(=S)NCc2ccco2)c(OC)c1,4,0.91,0.96,1,-8,9,0,-9
O=C(CSc1nnc(-c2ccccc2)o1)N1CCCCC1,-2,0.94,1,-3,5,6,2,-15
CCCCc1ccc(NC(=O)CSc2nc(=O)n(CCN3CCOCC3)c3c2CCC3)cc1,7,1.1,0.93,-4,-2,-12,-1,-11
Cc1cccc(N(C)S(=O)(=O)c2ccc3c(c2)NC(=O)CC(=O)N3)c1,-16,0.95,1.2,-2,-6,5,-9,-6
Cc1ccc(C)c(NC(=S)NC23CN4CN(CN(C4)C2)C3)c1,-4,0.93,1,-1,-5,7,-8,12
COc1ccc(NC(=O)C2CCCN(S(=O)(=O)c3ccc(-n4cnnn4)cc3)C2)cc1 (configuration not stated),2,1.1,0.98,-1,1,-14,0,-11
Cc1nc(SCc2ccccc2)nc2c1CCC2,-1,1.1,1,2,-5,-11,-6,0
O=C(NCCc1ccccc1)C1CCN(C2CCN(Cc3ccco3)CC2)CC1,-13,1.1,1.1,5,7,-13,-1,7
Cc1cc(C)cc(OCC(=O)OCc2nnc(-c3ccccc3)o2)c1,-5,1.1,1.1,0,5,-8,16,-13
